High-throughput results from PubChem.
PMI inhibitors = inhibitors of human PMI, primary screen, biochemical, fluorescence intensity, coupled assay (AID 1209) | 0.42% of 190,000 active | purified PMI enzyme, coupled fluorescence intensity; higher % means a stronger effect | inhibition, % at 20 µM; hits with a dose series show IC50 in µM; in the data active means inhibition above about 50%;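 further: plate controls were DMSO vehicle for no effect and wells lacking substrate for full effect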
Ins promoter up = MIN6 insulin promoter up-regulation; MIN6 insulin promoter-GFP reporter, high-content imaging; active compounds read high; AID 1625; 0.3% of 190,000 active; z-score at 5 µM;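 active means z-score above 3 at 5 µM with at least 500 cells counted in the well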
Myeloid diff MLP = compounds promoting myeloid differentiation. 1% of 360,000 active. ER-HoxA9 myeloid progenitors, lysozyme-GFP differentiation, flow cytometry. calls only at 10 µM;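 active means normalized GFP-positive differentiation at or above the plate's own cutoff, the solvent-only control mean plus 3 SD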;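 further: cells exposed to compound for four days before flow analysis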
TNAP activators = human TNAP enzyme activators, primary screen, biochemical, luminescent, no phosphate acceptor, uHTS (AID 1001); purified TNAP, luminescent activation assay, no phosphate acceptor; higher activation fold means a stronger effect; activation fold at 20 µM; hits with a dose series show EC50 in µM; 0.03% of 200,000 active; in the data active means activation fold from about 3, or a potency from the dose series; inactive means the rest, 99 in 100 with activation fold below about 1.6; further: many of its hits are not listed in these tables
T cell HTS = T cell immune modulation candidate; 0.068% of 330,000 active; calls only at 7 µM; 2C CD8+ T cell-vesicle binding, flow cytometry; active compounds read low;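 active means response, share of CD8 T cells binding vesicles, and their 90th percentile fluorescence all below set limits, cut at about 80% in these data, passing the limit was not always enough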
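Assay system – 2C mouse CD8+ T cells · Also added – QL9-loaded Drosophila micro-vesicles · Timing – Cell–vesicle co-incubation 1.5 h at 37 °C, staining 20 min on ice · Signal – flow cytometry of vesicle-bound cells · Measure – percent CD8+ FL2 mean versus row control · Controls – Peptide-free naked vesicles (low) and QL9 vesicles with 0.7% DMSO vehicle (high)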
Dynein transport = dynein cargo transport inhibition; 3617.4 mouse cells, GR-EGFP nuclear translocation imaging; test concentration mostly 20 µM; stimulated with dexamethasone, 1 µM; active compounds read low; z-score, hits read low; 0.47% of 220,000 active; AID 1381;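 active means plate z-score of nuclear minus cytoplasmic receptor signal below a set negative limit, without overly bright fluorescence or cell loss, cut at about -3.5 in these data, passing the limit was not always enough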;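 further: z-score of nuclear minus cytoplasmic ring GR-EGFP intensity difference per well; some compounds called inactive have numbers as strong as hits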
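Buffer or medium: Induction medium lacking tetracycline, stripped serum | Also added: Dexamethasone agonist, 1.0 µM final, for 30 min | Timing: 48 h induction, 1 h compound, 30 min dex at 37 °C | Detection: Formaldehyde fixation, Hoechst nuclear stain, 10x automated fluorescence imaging | Measure: Nuclear versus cytoplasmic GR-EGFP signal, averaged per well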
Lipid droplet = hepatic lipid droplet formation modulation | AML12 mouse hepatocytes, oleate lipid droplets, BODIPY imaging | inhibition, % at 6.5 µM | 0.4% of 240,000 active;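 active means lipid droplet intensity inhibited by at least 50%, with more than 500 cells counted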
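Test system: AML12 hepatocytes (mouse); reagent: oleate loading, 100 µM; dosing: one dose, 6.5 µM compound; incubation: overnight exposure; signal: fluorescence imaging, 20x objective, two fields per well; read-out basis: % inhibition of corrected integrated BODIPY droplet signal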
b-catenin transl = modulators of beta-catenin nuclear translocation. HeLa beta-catenin nuclear translocation, immunofluorescence imaging. nuclear translocation activity, % at 5 µM. 0.3% of 190,000 active;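 active means nuclear translocation activity above 50% at 5 µM, with a well cell count of 50 or more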;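 further: per-cell ratio of nuclear to cytoplasmic median beta-catenin stain intensity; plate controls were DMSO negative control for no effect and GSK-3 inhibitor IX positive control for full effect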
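Test system: human HeLa cells, endogenous beta-catenin. Times: 24 h compound exposure, 37°C. Measured by: beta-catenin immunofluorescence imaging with DAPI.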
MT stabilizer = stabilizes microtubules in HeLa cells | HeLa tubulin immunostaining HCS, 24 h; share of cells brighter than vehicle mean+2SD | % tubulin-high responders, % at 10 µM | 0.83% of 200,000 active;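 active means plate Z-score above 3 for both tubulin-high and condensed-nucleus cell shares, with cell loss under 80%, at 10 µM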;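 further: anti alpha tubulin signal scored within the nucleus-defined area of each cell; some results filed as inactive read as strong as hits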
Dynein transport cytoplasmic EGFP = also measured in Dynein transport; calls as there; z-score; measured here: cytoplasmic GR-EGFP intensity; active compounds read high
Dynein transport nuclear GR-EGFP = recorded beside Dynein transport, whose call it bears; z-score; measured here: nuclear GR-EGFP intensity;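 lower value marks the stronger effect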
Dynein transport cell count = recorded beside Dynein transport, whose call it bears; z-score; measured here: cell count per field
Ins promoter up cell count = further read-out of Ins promoter up, marked with its call; cell count; measured here: cytotoxicity, nuclei count;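 total cells summed across four imaged fields per well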
Lipid droplet cells 6.5 µM = further read-out of Lipid droplet, marked with its call; cell count; measured here: cell count, cytotoxicity flag;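 cells counted across two imaged fields per well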
b-catenin transl cell count 5 µM = also measured in b-catenin transl; calls as there; cell count; measured here: cell count, cytotoxicity flag
T cell HTS vesicle-bound % = second read-out of T cell HTS, no call of its own (marks repeat the call); double positive events, %; measured here: CD8+ vesicle-bound cell fraction;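 binding gate set so that unloaded-vesicle control wells show 10% double positive cells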
MT stabilizer Hoechst-high % = recorded beside MT stabilizer, whose call it bears; % Hoechst-high responders; measured here: nuclear condensation Hoechst responders;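 share of cells brighter than vehicle mean plus two SD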
MT stabilizer cytotoxicity % = further read-out of MT stabilizer, marked with its call; toxicity, %; measured here: cytotoxicity by cell density;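 0% = mean cell density of plate MIN control wells and 100% = no cells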
Myeloid diff MLP GFP+ MAC1+ % = also measured in Myeloid diff MLP; calls as there; GFP+ MAC1+ double positive, %; measured here: differentiation confirmed by MAC1 staining
Starred values were filed as active, the others as inactive; i = inactive; nt = no result given.

SMILES	PMI inhibitors	Ins promoter up	Ins promoter up cell count	Myeloid diff MLP	Myeloid diff MLP GFP+ MAC1+ %	TNAP activators	T cell HTS	T cell HTS vesicle-bound %	Dynein transport	Dynein transport cytoplasmic EGFP	Dynein transport nuclear GR-EGFP	Dynein transport cell count	Lipid droplet	Lipid droplet cells 6.5 µM	b-catenin transl	b-catenin transl cell count 5 µM	MT stabilizer	MT stabilizer Hoechst-high %	MT stabilizer cytotoxicity %
COC(=O)c1ccc(N2C(=O)CC(SCCN)C2=O)cc1 (stereo not drawn)	6%	-0.11	2066	i	1.2	1.1	i	13	-0.12	-0.37	-0.15	0.91	18	697	-1.4	1038	2.9	2.2	15
COc1cc(CCCN2C(N)=NC[C@H]2Cc2ccc(O)cc2)cc(OC)c1OC	nt	-0.38	949	i	1.2	nt	i	51	-0.92	-0.75	-0.39	0.64	24	692	1.8	1330	nt	nt	nt
COc1ccc(/C=C(/C#N)C(=O)Nc2ccc(O)cc2)cc1C(=O)O	-13%	-0.83	1499	i	0.3	1	i	45	-0.27	-0.22	0.22	-0.77	-28	626	-3.9	1063	3.4	3.1	8.5
Cc1ccc(C(=O)Nc2nc(=O)n(C)s2)cc1	12%	1.3	1693	i	1.2	1	i	39	-0.38	-0.17	-0.33	0.38	nt	nt	-0.2	1377	2.4	2.1	3.5
CCCCNC(=O)C1CCN(C(=O)Nc2ccc(C)cc2)CC1	2%	nt	nt	i	0.6	1.1	i	49	-0.2	-0.19	0.28	-0.92	62*	730*	-4.5	554	3.1	2.0	6.1
CCc1ccccc1N(CC(=O)OC)S(C)(=O)=O	8%	-0.23	1235	i	2.4	1.1	i	29	0.049	-0.25	0.068	0.4	0	710	-1.1	1042	4.1	2.7	6.0
O=[N+]([O-])c1cccc(COc2ncnc3cc([N+](=O)[O-])ccc23)c1	nt	-0.83	1466	i	0.2	nt	i	22	-0.64	-0.24	-0.38	0.63	-7	733	-0.8	1174	nt	nt	nt
CCOc1ccc(-c2csc(NC(=O)CSCC(=O)O)n2)c2ccccc12	18%	0.29	1207	i	0.0	1.2	i	54	-0.92	-0.18	-0.43	0.44	-5	702	-1.0	1166	1.8	2.6	5.9
O=C(CCN1CCN(Cc2ccccc2)CC1)NNC(=O)Cc1ccc(Cl)c(Cl)c1	-8%	1.2	1419	i	1.5	1.7	i	42	0.05	-0.33	-0.23	0.5	-10	622	-1.6	1059	3.5	3.9	7.3
OC(COCc1ccc(Cl)cc1)CN1CCN(CC(O)COCc2ccc(Cl)cc2)CC1 (stereo not drawn)	-1%	-0.62	1116	i	0.7	1	i	34	2.8	0.87	2.6	-3.9	-17	564	-0.4	984	3.4	2.5	11
COc1cc(/C=C/C(=O)OCC(=O)c2c[nH]c3ccccc23)ccc1OC(F)F	12%	-0.47	1508	i	0.3	1.1	i	28	-0.31	-0.2	-0.32	0.44	2	534	-1.3	1112	5.8	2.0	7.8
CC(C)OCCCNC(=S)NNC(=O)c1ccc(Cl)c(Cl)c1	-10%	0.69	1432	i	0.3	2.3	i	4	-0.76	-0.31	-0.55	1.4	4	741	-0.5	1002	4.3	2.1	7.5
Cc1ccc(-c2nnc(SCC(=O)Nc3ccc4c(c3)oc3ccccc34)n2C)c(Cl)c1	-5%	-0.43	958	i	0.9	0.9	i	41	0.085	-0.18	0.053	0.11	nt	nt	nt	nt	4.6	1.9	3.9
COc1ccc2c(c1)CCc1c(C(=O)NCCN3CCOCC3)noc1-2	9%	-0.72	1197	i	4.3	1.1	i	43	0.49	-0.21	0.35	0.44	-10	760	-0.7	1097	6.4	1.8	0.9
CC(C)c1nnc(NC(=O)C2CCCO2)s1 (stereo not drawn)	10%	-0.25	1477	i	0.3	1.1	i	23	-0.53	0.3	0.29	0.6	25	751	-0.3	1036	2.5	1.9	5.9
COc1ccc(C(=S)NCS(=O)(=O)c2ccc(C)cc2)cc1	-11%	-0.19	1340	i	0.6	1.1	i	40	0.4	-0.22	0.37	-0.76	0	698	-2.2	570	2.4	2.0	0.7
COc1cc2nc(SCc3ccc(F)cc3)n(Cc3cccs3)c(=N)c2cc1OC	8%	nt	nt	i	2.2	1	i	20	-0.25	-0.043	-0.41	-0.085	nt	nt	nt	nt	1.6	1.3	10
COC(=O)c1sc(OC)cc1OCc1ccc(C)cc1	2%	nt	nt	i	0.9	1.1	i	46	-0.49	-0.061	0.081	0.051	12	842	-8.6	1193	1.4	1.0	3.2
Cc1cc(N)c(NC2=CC(=O)CC(C)(C)C2)cc1C	25%	0.23	1332	i	0.3	1.1	i	24	-0.53	-0.38	0.03	0.4	nt	nt	1.9	1410	4.4	2.4	11
Cc1ccc(N(C)C(=O)c2ccc(CNc3c(N4CCC(C)CC4)c(=O)c3=O)cc2)cc1	nt	0.01	1000	i	0.7	nt	i	36	-0.48	-0.21	0.17	0.7	1	753	0.7	1298	nt	nt	nt
O=S(=O)(c1ccc(Br)cc1)N1CCCC1c1nc2ccccc2s1 (stereo not drawn)	6%	-0.59	933	i	1.0	1.1	i	9	-0.3	-0.21	-0.43	0.3	8	772	-2.7	1239	1.0	1.7	8.7
CN(C)N(C)C(=O)C(O)(c1ccccc1)c1ccccc1	2%	-3	1587	nt	nt	1.1	i	50	-0.18	-0.33	0.19	0.47	0	682	-0.2	1079	1.5	0.6	2.4
Fc1ccc(CSc2nnc(-c3ccncc3)o2)cc1	-10%	-0.88	1395	i	0.2	1.1	i	54	0.86	-0.35	0.83	0.38	5	668	1.1	1511	5.7	3.0	5.5
S=c1[nH]nc(-c2ccc3ccccc3n2)n1-c1ccc2ncccc2c1	6%	-0.46	1330	i	0.2	1.1	i	46	-0.029	-0.25	0.062	0.76	-5	694	-1.0	1083	2.0	2.0	9.0
CN1CCCN(S(=O)(=O)c2ccc(Cl)c(Cl)c2)CC1	-10%	-0.77	1313	i	0.8	1	nt	nt	-0.85	-0.16	-0.47	0.81	-2	694	-1.4	1124	2.6	3.0	7.1
CCOC(=O)C1(CC2CC2)CCN(S(=O)(=O)C[C@]23CC[C@H](CC2=O)C3(C)C)CC1	-7%	-0.3	1472	i	1.1	1	i	4	2	-0.12	1.8	-1.8	4	690	-3.8	1094	2.8	1.0	1.0
NS(=O)(=O)c1ccc(NC(=S)N2CCN(Cc3ccc4c(c3)OCO4)CC2)cc1	-1%	-0.09	1494	i	0.6	1.1	i	37	0.054	-0.05	0.36	0.44	nt	nt	1.0	1511	1.6	1.6	5.7
Cc1cc(O)c(N)c(C)c1Cl	30%	0.02	1308	i	0.9	0.9	i	31	-0.64	-0.36	-0.32	1.3	12	709	-1.6	1045	1.5	2.1	8.9
CC(=O)c1c(C)[nH]c(C(=O)OCc2cccc(Cl)c2)c1C	13%	-0.79	1026	i	0.5	1.1	i	43	0.089	-0.36	-0.12	0.27	-7	664	0.7	1168	3.8	2.0	5.3
O=C(Nc1sc2c(c1C(=O)NCc1ccco1)CCCC2)c1ccc2c(c1)OCO2	6%	-1.7	1311	i	0.8	1.1	i	31	-1.3	-0.093	-0.59	0.68	-2	646	3.1	989	3.1	1.4	5.9
COC(=O)c1ccc(Cn2cc([N+](=O)[O-])cn2)cc1	nt	-0.17	1046	i	0.3	nt	i	18	1.4	-0.17	0.66	-0.81	-18	746	0.8	1328	nt	nt	nt
COc1ccc(N2CCN(Cc3nc4c(c(=O)n(C)c(=O)n4C)n3CCc3ccccc3)CC2)cc1	-21%	0.61	1179	i	2.3	1	i	16	-0.64	-0.24	-0.046	0.88	-1	768	-0.3	945	2.7	1.5	9.1
CCN(CC)c1ccc(/C=N/NC(=O)c2cc(C)nc3ccccc23)cc1	nt	nt	nt	i	0.9	nt	i	28	0.07	-0.22	0.55	-0.11	6	555	-1.1	1345	nt	nt	nt
O=C(NC1CC1)C1=C[C@@H](c2csc3ccccc23)C[C@@H](OCc2ccc(CO)cc2)O1	11%	1.1	1471	i	1.2	1	nt	nt	0.49	-0.28	0.53	-0.48	-12	734	0.5	1118	4.5	1.0	2.9

3 compounds picked at random from those above:
SMILES	PMI inhibitors	Ins promoter up	Ins promoter up cell count	Myeloid diff MLP	Myeloid diff MLP GFP+ MAC1+ %	TNAP activators	T cell HTS	T cell HTS vesicle-bound %	Dynein transport	Dynein transport cytoplasmic EGFP	Dynein transport nuclear GR-EGFP	Dynein transport cell count	Lipid droplet	Lipid droplet cells 6.5 µM	b-catenin transl	b-catenin transl cell count 5 µM	MT stabilizer	MT stabilizer Hoechst-high %	MT stabilizer cytotoxicity %
Fc1ccc(CSc2nnc(-c3ccncc3)o2)cc1	-10%	-0.88	1395	i	0.2	1.1	i	54	0.86	-0.35	0.83	0.38	5	668	1.1	1511	5.7	3.0	5.5
COC(=O)c1ccc(Cn2cc([N+](=O)[O-])cn2)cc1	nt	-0.17	1046	i	0.3	nt	i	18	1.4	-0.17	0.66	-0.81	-18	746	0.8	1328	nt	nt	nt
NS(=O)(=O)c1ccc(NC(=S)N2CCN(Cc3ccc4c(c3)OCO4)CC2)cc1	-1%	-0.09	1494	i	0.6	1.1	i	37	0.054	-0.05	0.36	0.44	nt	nt	1.0	1511	1.6	1.6	5.7
